Screening data: PubChem BioAssay, several laboratories
SR-BI DiI inh – inhibitors of SR-BI mediated HDL lipid uptake, primary screen, ldlA[mSR-BI] cells, fluorescence, single point; Scavenger receptor class B member 1 (Mus musculus), Q61009; ldlA[mSR-BI] CHO cells, DiI-HDL uptake fluorescence, 3 h; inhibition, % at 12.5 µM; 320,000 tested, 0.96% active; AID 488896, 2010;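 active means mean replicate inhibition of at least 70% and a set share of replicates each scoring 70 or more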;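 further: 0% = median of neutral control wells and 100% = median of positive control wells; values of inactives mirror those of a sister screen read the other way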
Target sequence (Q61009 whole entry, looked up): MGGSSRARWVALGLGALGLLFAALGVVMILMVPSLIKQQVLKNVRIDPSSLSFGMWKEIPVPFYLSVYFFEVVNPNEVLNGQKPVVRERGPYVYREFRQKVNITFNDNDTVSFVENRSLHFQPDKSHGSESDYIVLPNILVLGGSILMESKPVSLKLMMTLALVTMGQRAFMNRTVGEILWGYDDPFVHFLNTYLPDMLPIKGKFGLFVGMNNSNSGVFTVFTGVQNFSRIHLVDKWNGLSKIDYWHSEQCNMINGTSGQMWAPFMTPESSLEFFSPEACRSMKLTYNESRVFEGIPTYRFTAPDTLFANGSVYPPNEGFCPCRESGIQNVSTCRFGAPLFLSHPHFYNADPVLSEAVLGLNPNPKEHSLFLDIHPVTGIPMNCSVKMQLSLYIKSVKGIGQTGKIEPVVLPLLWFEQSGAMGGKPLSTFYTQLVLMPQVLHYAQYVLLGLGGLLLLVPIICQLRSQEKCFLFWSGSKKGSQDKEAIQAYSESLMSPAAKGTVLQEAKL
NSD2 inh – NSD2 histone methyltransferase inhibitors, primary screen, biochemical, AlphaScreen, single concentration, set 2; 310,000 tested, 0.54% active; NSD2 peptide methylation, 120 min; inhibition, % at 12.5 µM; in the data active means inhibition above about 50%
PKA-R2B activ – activators of PKA-R2B holoenzyme, primary screen, biochemical, fluorescence polarization, Cy5-IP20, human. PKA-R2B holoenzyme dissociation; R2B truncated from residue 108, S112A mutant; 0% DMSO only, 100% 113 µM cGMP. activation, % at 11.4 µM. 340,000 tested, 0.079% active. AID 504700, 2011;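 active means activation above a cutoff set at the mean over all compounds plus 3 SD, cut at about 18% in these data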;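 further: higher means more holoenzyme dissociation and a rise in polarization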
Target sequence (P31323 whole entry, looked up, other chains not shown, the tested form may be a part): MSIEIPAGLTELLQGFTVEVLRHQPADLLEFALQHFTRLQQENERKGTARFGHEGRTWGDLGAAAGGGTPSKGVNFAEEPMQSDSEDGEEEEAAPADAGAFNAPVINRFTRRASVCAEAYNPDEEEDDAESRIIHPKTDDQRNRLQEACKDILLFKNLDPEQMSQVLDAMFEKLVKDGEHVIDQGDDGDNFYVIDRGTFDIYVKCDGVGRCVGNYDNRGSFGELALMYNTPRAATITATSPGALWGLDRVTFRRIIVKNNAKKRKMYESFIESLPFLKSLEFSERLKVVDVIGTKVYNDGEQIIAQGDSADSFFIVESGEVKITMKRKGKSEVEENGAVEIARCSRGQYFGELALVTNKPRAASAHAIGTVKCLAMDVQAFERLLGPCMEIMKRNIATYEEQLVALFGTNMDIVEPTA
SR-BI DiI-HDL act – activators of SR-BI mediated DiI-HDL uptake, primary screen, ldlA[mSR-BI] CHO cells, DiI fluorescence. 3 h; 100 = double the neutral-control signal. activation, % at 12.5 µM. 320,000 tested, 0.096% active;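 active means mean replicate activation of at least 60% and every replicate at or above 60%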;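 further: 0% = median plate neutral-control signal and 100% = twice that signal; values of inactives mirror those of a sister screen read the other way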
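Material: SR-BI-overexpressing, LDLR-lacking CHO cells; schedule: compound exposure 3 h, 37 °C; reagent: DiI-labelled HDL at 10 µg/mL final; technique: bottom-read fluorescence, 550/595 nm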
PvdQ inh – P. aeruginosa PvdQ acylase inhibitors, primary screen, biochemical, fluorescence, plate reader and imaging, single point | purified PvdQ acylase | PvdQ acylase [Pseudomonas aeruginosa LESB58] | 340,000 tested, 0.063% active | inhibition, % at 10 µM; in the data active means inhibition above about 30%, passing the limit was not always enough;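 further: 0% = vehicle neutral wells and 100% = reference inhibitor wells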
Cardiac RTF inh – cardiac RTF calcium sensitivity inhibitors, primary screen, biochemical, IANBD-TnC fluorescence, EC70 calcium | inhibition, % at 7.15 µM | IANBD-labeled cardiac RTF, Ca2+ fluorescence | Troponin I, cardiac muscle (Homo sapiens) + Troponin T, cardiac muscle (Homo sapiens) + … | 340,000 tested, 0.12% active;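 active means inhibition above the mean inhibition of all tested compounds plus 3 SD, cut at about 17% in these data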;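 further: assay run at fixed EC70 calcium of 1.6 mM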
Arr AP2 block – inhibitors of beta-arrestin/AP2 binding, primary screen, biochemical, GPCR trafficking, flow cytometry; beta-arrestin 1 C-terminal peptide binding to AP2 beta2-adaptin appendage (human); FITC-arrestin peptide / GST-AP2 beads; AP2 beta2 appendage carries R879A mutation; inhibition, % at 10 µM; 340,000 tested, 0.31% active;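 active means inhibition above a set limit, near 3 SD of compounds lacking own fluorescence, cut at about 54% in these data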;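 further: plate controls were DMSO wells for no effect and 5 µM unlabelled arrestin peptide for full effect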
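Material – AP2 appendage R879A on GSH beads · Buffer or medium – PBS with 0.05% Tween 20 and 0.1% BSA · Probe or stimulus – fluorescein-tagged arrestin peptide at 50 nM final · Incubation – compound with beads 12 min RT, then probe 1 h RT · Detection – high-throughput flow cytometry of beads, ex 488, em 535 nm · Evaluation – percent response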
DAGLB inh – DAGLB lipase inhibitors, primary screen, biochemical, fluorescence, HTS. HEK293T DAGLB membrane lysate, EnzChek fluorogenic substrate. inhibition, % at 5.17 µM. 340,000 tested, 0.059% active. AID 504411, 2011; in the data active means inhibition above about 34%;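 further: 0% = enzyme with vehicle and 100% = wells lacking enzyme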
C-LANA FP – inhibitors of KSHV C-LANA binding to DNA, primary screen, biochemical, fluorescence polarization, FAM-LBS DNA, MBP-C-LANA, single point; inhibition, % at 9 µM; AID 504423, 2011; 340,000 tested, 0.078% active;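 active means highest replicate inhibition at or above 60% at 9 µM, even if other replicates fall short; inactive means all replicates below 60% inhibition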;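 further: 0% = neutral control wells and 100% = 4 µM acridine orange control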
Keap1 Nrf2 FP – Keap1-Nrf2 protein-protein interaction inhibitors, primary screen, biochemical, fluorescence polarization, single point | Kelch-like ECH-associated protein 1 (Homo sapiens), Q14145 | Keap1 Kelch-Nrf2 peptide fluorescence polarization, 1536-well | inhibition, % at 9.4 µM | 340,000 tested, 0.15% active; in the data active means inhibition above about 12%;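 further: human Keap1 Kelch domain with fluorescein labeled Nrf2 9mer peptide probe; 0% = neutral control wells and 100% = peptide positive control; higher means more block of Keap1 binding to Nrf2 peptide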
* marks the source's active call; other numbers are inactive results; · = no result given.

SMILES	SR-BI DiI inh	NSD2 inh	PKA-R2B activ	SR-BI DiI-HDL act	PvdQ inh	Cardiac RTF inh	Arr AP2 block	DAGLB inh	C-LANA FP	Keap1 Nrf2 FP
CCOc1ccc(C(=O)Nc2ccc(NC(=O)c3ccccc3)cc2)cc1Br	35	-1	-14	-35	13	1	34	-4	1.1	-2
O=C(NNC(=O)c1ccccc1Br)c1ccccc1Cl	-5	-1	-8	5	9	-4	-23	0	-0.2	4
COc1ccc(C2CC(c3ccccc3)=NN2C(=O)COC(=O)/C=C/c2ccc(O)c(OC)c2)cc1 (configuration not stated)	47	·	10	-47	6	7	17	1	-1.0	1
O=C1NC(c2ccc3c(c2)OCO3)Nc2ccccc21 (configuration not stated)	-12	·	-8	12	-6	-1	-14	0	1.3	-4
CCN1CCN(C(=O)C2CCC(=O)N(CCCN3CCCC3=O)C2)CC1 (configuration not stated)	-1	6	-7	1	-15	2	-10	2	0.1	-2
Cc1cc(C(C)(C)C)oc1C(=O)N(CC(=O)NC1CCCC1)Cc1ccccc1Cl	58	2	-17	-58	-11	-8	-4	-14	-0.4	-4
CCCN(c1ccc(OCC)cc1)S(=O)(=O)c1ccc2c(c1)CCN2C(=O)CCC(=O)O	-11	-2	-3	11	-1	-8	22	0	0.1	-5
CC(=O)Cn1ncc(N2CCCCC2)c(Cl)c1=O	-13	0	3	13	-9	-1	-2	-1	-0.7	-1
CCN(C(=O)COC(=O)CCn1c(C)csc1=O)c1c(N)n(Cc2ccccc2)c(=O)[nH]c1=O	-18	-2	0	18	-9	-9	-2	1	0.9	-6
COc1ccccc1/C=N/NC(=O)c1ccc(=O)n(C)c1	35	-3	-7	-35	11	10	10	1	-1.4	-5
Cc1ccc(/C=N/NC(=O)c2nn(C)cc2Cl)cc1	-41	2	-5	41	1	7	30	1	0.4	-6
CCS(=O)(=O)Nc1cccc(-c2nc3cccnc3s2)c1	23	-2	-4	-23	-10	-10	-1	0	0.7	-1
COC(=O)C(C)Sc1n[nH]c(=S)s1 (configuration not stated)	-31	-1	0	31	-6	2	1	2	-0.2	-5
Cc1cccc(NC(=O)CS(=O)CC(=O)Nc2cnc3ccccc3c2)c1C (configuration not stated)	-3	-2	4	3	9	-1	7	-1	2.0	-5
CCOc1ccc(-c2c(C(=O)N/N=C(\C)c3ccncc3)nnn2-c2nonc2N)cc1	13	2	-11	-13	10	-3	25	-2	-0.4	-3
O=C1C(C=NCCCN2CCCC2=O)=C(O)c2ccccc21	-10	·	3	10	-10	-4	-2	1	-0.6	0
CSc1ccc(-c2nc(CSCC(=O)NCCCN3CCCC3=O)c(C)o2)cc1	-6	2	-11	6	-14	-7	-4	-1	0.2	-4
CCO/N=C(/C)c1c(O)c(C)c(-c2ccccc2)n(-c2ccccc2)c1=O	2	-8	-5	-2	11	2	9	2	0.1	-5
O=C(NC1CC1)C1=C[C@H](C2CCCCC2)C[C@H](OCCCCO)O1	22	·	-3	-22	11	1	22	-3	-1.3	-1
Cc1noc(N)c1C1(O)C(=O)N(C(C)C)c2ccccc21 (configuration not stated)	-16	2	3	16	-5	-4	-6	-1	-1.0	-5
Cc1ccc(C(=O)OC(C)CN2CCN(C)CC2)cc1 (configuration not stated)	-6	-4	12	6	3	0	27	-1	-1.2	-3
CNC(=O)c1nnc(Cc2ccc(F)cc2)o1	-15	·	-1	19	-8	-7	1	0	-0.2	2
COc1ccc(Cl)cc1N1C(=O)C2CCCN2C1c1ccc(F)c(F)c1 (configuration not stated)	-18	·	4	18	-15	-5	-3	2	-1.2	-2
COc1ccc(NC(=O)Nc2ccc(C(=O)N3CCOCC3)cc2)cc1OC	-7	0	0	7	-3	-1	-7	2	-2.5	-5
Cc1n[nH]c(C)c1CCC(=O)N/N=C/C=C/c1ccccc1	-2	-1	-3	2	5	-10	21	0	-0.2	-1
COc1ccc(S(=O)(=O)N2CC(C)N(C(=O)N(C)C)C2C)cc1 (configuration not stated)	·	-5	-2	·	-9	-4	16	-2	-1.3	3
COc1ccc(C(C)C)cc1S(=O)(=O)NCCCn1ccnc1	-12	-1	-4	12	12	-10	-1	-1	-2.3	-1
CC(C)(C)c1ccc(S(=O)(=O)NC(Cc2ccccc2)C(=O)O)cc1 (configuration not stated)	-25	-1	-12	25	-9	7	1	2	-1.4	-1
CCCc1n(CC(O)COC2CCCCC2)c2ccccc2[n+]1C (configuration not stated)	-4	6	5	4	-5	-5	-32	1	-0.4	1
COc1ccc(NC(=O)CSc2nnc(-c3ccco3)n2C)cc1	-21	-1	4	21	-8	8	2	-1	0.8	-1
O=C(CCC(=O)OCC(F)(F)C(F)F)NCc1ccccc1	·	6	2	·	-11	-2	7	1	-0.5	-4
COc1ccc(C(=O)NCc2cccnc2)cc1C(=O)NCc1cccnc1	1	·	-1	-1	-10	10	-4	3	0.0	-6
CCCN(CCC)CCCNC(=O)c1cc2c(=O)n(C)c3ccccc3c2n1C	52	·	-1	-52	-22	-1	6	1	-3.1	-6
c1coc(CN(Cc2ccco2)c2ncnc3c2oc2ccccc23)c1	10	-1	-7	-10	-7	-8	-4	-4	-0.8	-6
COc1ccc(C(C)=O)cc1CN1C(=O)NC2(CCCCC2C)C1=O (configuration not stated)	-6	0	-10	6	13	-13	16	-3	0.1	-5
CCOC(=O)N1CCN(c2nc(-c3ccc(Cl)cc3)cs2)CC1	-2	-1	-14	2	10	3	11	-7	1.0	-1
N#CCCn1cc(/C=C/C(=O)O)c(-c2ccc(F)cc2)n1	-9	-3	5	9	-2	2	16	-1	-0.6	1
COc1ccc(/C=N/N=C(\N)c2nonc2N)cc1OC	25	1	-10	-25	-7	-18	0	3	1.7	-6
Cc1c(C(=O)NNC(=O)c2ccncc2)oc2ccccc12	-7	1	-5	7	-13	-7	-3	0	0.8	-2
CCN(CC)CCCN1C(=O)C(O)=C(C(=O)c2cc3cccc(OC)c3o2)C1c1ccncc1 (configuration not stated)	-24	29	3	24	-1	-4	2	1	-3.8	-1
O=C(c1cccc(Br)c1)c1conc1C(=O)c1ccco1	9	2	-9	-9	-1	9	2	0	0.2	1
CCCC(=O)C1=C(O)C(C(=O)OC)C(C)(C)CC1=Nc1ccc(C)cc1 (configuration not stated)	-2	-1	4	2	11	5	28	-9	-1.9	-3
CC(C)c1cc(CNC(=O)C2CCC(=O)N(CCc3ccc(Cl)cc3)C2)on1 (configuration not stated)	78*	-4	-9	-78	-7	3	-1	0	-1.1	4
Cc1noc(C)c1S(=O)(=O)N(C)C[C@H]1Oc2c(cccc2N(C)C)C(=O)N([C@H](C)CO)C[C@@H]1C	-27	·	-7	27	2	-9	34	0	0.1	1
CCOc1ccccc1N1CC(C(=O)Nc2nccs2)CC1=O (configuration not stated)	-10	5	1	10	-2	-9	10	0	-1.8	-3
O=C(OCC(=O)N1CCC(Cc2ccccc2)CC1)c1ccc(CO)cc1	12	0	-18	-12	-7	-7	-13	-5	1.4	-4
CC(C(=O)Nc1ccc(S(=O)(=O)N2CCOCC2)cc1)N(c1ccccc1)S(C)(=O)=O (configuration not stated)	-32	-2	-11	32	-7	6	9	2	-1.7	0
CCCCCN=Cc1c(C)[nH]n(-c2nc3ccccc3s2)c1=O	10	2	7	-10	4	13	32	0	0.3	-3

Arranged by molar mass (rising): some entries from above.
SMILES	SR-BI DiI inh	NSD2 inh	PKA-R2B activ	SR-BI DiI-HDL act	PvdQ inh	Cardiac RTF inh	Arr AP2 block	DAGLB inh	C-LANA FP	Keap1 Nrf2 FP
N#CCCn1cc(/C=C/C(=O)O)c(-c2ccc(F)cc2)n1	-9	-3	5	9	-2	2	16	-1	-0.6	1
COc1ccc(/C=N/N=C(\N)c2nonc2N)cc1OC	25	1	-10	-25	-7	-18	0	3	1.7	-6
Cc1c(C(=O)NNC(=O)c2ccncc2)oc2ccccc12	-7	1	-5	7	-13	-7	-3	0	0.8	-2
O=C(CCC(=O)OCC(F)(F)C(F)F)NCc1ccccc1	·	6	2	·	-11	-2	7	1	-0.5	-4
CCCCCN=Cc1c(C)[nH]n(-c2nc3ccccc3s2)c1=O	10	2	7	-10	4	13	32	0	0.3	-3
CCOc1ccccc1N1CC(C(=O)Nc2nccs2)CC1=O (configuration not stated)	-10	5	1	10	-2	-9	10	0	-1.8	-3
COc1ccc(C(C)=O)cc1CN1C(=O)NC2(CCCCC2C)C1=O (configuration not stated)	-6	0	-10	6	13	-13	16	-3	0.1	-5
c1coc(CN(Cc2ccco2)c2ncnc3c2oc2ccccc23)c1	10	-1	-7	-10	-7	-8	-4	-4	-0.8	-6
CCCC(=O)C1=C(O)C(C(=O)OC)C(C)(C)CC1=Nc1ccc(C)cc1 (configuration not stated)	-2	-1	4	2	11	5	28	-9	-1.9	-3
O=C(OCC(=O)N1CCC(Cc2ccccc2)CC1)c1ccc(CO)cc1	12	0	-18	-12	-7	-7	-13	-5	1.4	-4
COc1ccc(C(=O)NCc2cccnc2)cc1C(=O)NCc1cccnc1	1	·	-1	-1	-10	10	-4	3	0.0	-6
CCCN(CCC)CCCNC(=O)c1cc2c(=O)n(C)c3ccccc3c2n1C	52	·	-1	-52	-22	-1	6	1	-3.1	-6
CC(C)c1cc(CNC(=O)C2CCC(=O)N(CCc3ccc(Cl)cc3)C2)on1 (configuration not stated)	78*	-4	-9	-78	-7	3	-1	0	-1.1	4
CCN(CC)CCCN1C(=O)C(O)=C(C(=O)c2cc3cccc(OC)c3o2)C1c1ccncc1 (configuration not stated)	-24	29	3	24	-1	-4	2	1	-3.8	-1
CC(C(=O)Nc1ccc(S(=O)(=O)N2CCOCC2)cc1)N(c1ccccc1)S(C)(=O)=O (configuration not stated)	-32	-2	-11	32	-7	6	9	2	-1.7	0
